# AmpC no deterg = blocks E. coli AmpC beta-lactamase in detergent-free assay; P00811; AmpC nitrocefin hydrolysis, absorbance 480 nm, 0.0001% Triton; AID 485341; Potency, µM (doses to about 57.1 µM), inactives show at the top dose activity change, negative = inhibition, actives largely listed as inhibitors; 330,000 compounds, 0.52% hits;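 note: potency is the fitted concentration of half-maximal effect; plate controls were no compound for no effect and no enzyme for full effect; nearly all actives have a fitted effect of over 20% in size; some results filed as inactive show a strong effect at the top dose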
# Target sequence (P00811 whole entry, looked up): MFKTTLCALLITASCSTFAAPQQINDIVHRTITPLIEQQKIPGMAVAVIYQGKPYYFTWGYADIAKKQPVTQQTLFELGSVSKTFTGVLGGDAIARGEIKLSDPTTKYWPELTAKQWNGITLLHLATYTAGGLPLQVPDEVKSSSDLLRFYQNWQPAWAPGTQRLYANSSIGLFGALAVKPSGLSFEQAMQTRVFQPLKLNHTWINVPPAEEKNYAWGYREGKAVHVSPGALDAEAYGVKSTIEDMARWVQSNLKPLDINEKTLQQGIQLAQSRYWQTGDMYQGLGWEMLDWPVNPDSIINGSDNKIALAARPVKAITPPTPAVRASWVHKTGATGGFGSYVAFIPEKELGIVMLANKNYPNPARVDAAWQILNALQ
#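 20 mM phosphate pH 7.0 + 0.01% (detergent screen) or 0.0001% Triton X-100; 5.3 nM AmpC reagent; cpd preinc 15 min RT; nitrocefin (800 uM stock) to start; A480 q20 s × 4 min; Activity was normalised to no-enzyme and no-compound control wells.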
# Sm TGR inh = inhibitors of Schistosoma mansoni thioredoxin glutathione reductase | Q962Y6 | purified TGR, DTNB reduction, TNB absorbance 405 nm | Potency, µM (highest dose often 114 µM), without a hit: top-dose activity change, negative = inhibition, hits mostly inhibitors | 360,000 compounds, 3% hits; note: potency is the fitted concentration of half-maximal effect; nearly all actives have a fitted effect of over 60% in size
#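 First, TGR (20 nM dispensed) and NADPH were mixed with compound. Second, a 15 min room-temperature incubation followed. Third, further NADPH and then DTNB were added to start the reaction. Finally, TNB absorbance was monitored kinetically.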
# FBPA Giardia inh = Giardia lamblia aldolase inhibition; A8B2U2; purified Giardia FBPA; Potency, µM (titrated, usually from 59.6 µM), inactives show at the highest dose activity, negative = inhibition, most hits filed as inhibitors; 290,000 compounds, 0.71% hits; AID 2451; note: potency is the fitted concentration of half-maximal effect; nearly all actives have a fitted effect of over 55% in size
# Target sequence (A8B2U2 whole entry, looked up): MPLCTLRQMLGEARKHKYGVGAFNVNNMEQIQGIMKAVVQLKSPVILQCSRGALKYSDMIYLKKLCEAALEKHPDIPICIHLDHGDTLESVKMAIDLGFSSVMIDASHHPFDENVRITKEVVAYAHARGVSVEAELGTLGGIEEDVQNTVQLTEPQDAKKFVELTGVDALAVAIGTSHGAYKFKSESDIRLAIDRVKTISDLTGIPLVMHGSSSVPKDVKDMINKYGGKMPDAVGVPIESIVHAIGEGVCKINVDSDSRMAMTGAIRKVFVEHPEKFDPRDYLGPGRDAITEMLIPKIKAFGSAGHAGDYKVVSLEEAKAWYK
#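 Giardia FBPA (40 nM reagent) was preincubated 10 min at RT with compound (up to 57.5 uM final), then substrate plus GAPDH/TPI/NAD/arsenate coupling system with diaphorase/resazurin was added; resorufin fluorescence (525/598 nm) was read after 20 min.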
# HCV inh = HCV inhibition. Huh7.5.1 HCVcc-Cre infection, luciferase reporter, 44 h. Potency, µM (series often up to 41.8 µM), for inactives: at the highest dose activity change, negative = inhibition, most hits filed as inhibitors. 340,000 compounds, 3.4% hits. AID 651820; note: potency is the fitted concentration of half-maximal effect
#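 Reporter virus HCVcc-Cre (~0.5 moi) infects cells exposed to compound; seeding density 1,000 cells/well with 4 h settling beforehand. Luminescence, 15 sec read, taken 44 h post-infection following a 15 min RT substrate incubation.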
# HCMV inh = inhibitors of human cytomegalovirus | 410,000 compounds, 4.5% hits | activity change, negative = inhibition, % at 57.5 µM | AID 1259415 | HFF cells, HCMV-luciferase reporter, 72 h; stronger effect = lower value; in the data active = activity change below about -60%; inconclusive = no clear call, values can overlap the other calls; inactive = above about -39%
#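 After 16 h attachment at 37C, HFF cells received test compound and HCMV-luciferase (1 PFU/cell); reporter luminescence read 72 h later, data normalized against buffer-only and known inhibitor Salinomycin.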
# AmpC detergent = inhibitors of E. coli AmpC beta-lactamase with detergent. AmpC hydrolysis of nitrocefin, absorbance 480 nm, 0.01% Triton. Potency, µM (series often up to 114 µM), without a hit: top-dose activity change, negative = inhibition, actives largely listed as inhibitors. 370,000 compounds, 0.041% hits. AID 485294;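 note: potency is the fitted concentration of half-maximal effect; 0% = no-compound wells and -100% = no-enzyme wells; nearly all actives have a fitted effect of over 25% in size; some results filed as inactive show a strong effect at the top dose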
#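 AmpC (5.3 nM in the dispensed reagent) in 20 mM phosphate pH 7.0 with 0.01% (detergent screen) or 0.0001% Triton X-100 was preincubated with compounds for 15 min at room temperature. Nitrocefin was then added from an 800 uM solution, and hydrolysis was followed at 480 nm.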
# The depositor's hits bear a star; u = inconclusive; x = not tested or not shown; [ ] = remark or other dose. Unless noted, calls come from the whole dose curve; as a rule, active = well fitted curve in the direction sought with a large enough effect; inconclusive = small, poorly fitted or top-dose-only effect, or another doubt; inactive = no such curve, though single readings can be large; an effect the other way counts as inactive or inconclusive. Unless noted, % is set by controls: 0 for no effect and ±100 for the full control effect.
SMILES,AmpC no deterg,Sm TGR inh,FBPA Giardia inh,HCV inh,HCMV inh,AmpC detergent
O=C(NCc1ccccc1)c1ccc(NC(=O)N2CC3CCCN3c3ccccc32)cc1 (configuration not stated),x,-9.5%,x,x,-3.7,6.1%
CCOC(=O)c1sc(N(Cc2ccccc2)C(=O)COC(=O)c2ccccc2O)nc1C,-23.4%,-7.6%,-0.4%,-0.4%,12.2,1.3%
COc1ccc([C@@H]2CC=C(C(=O)O)[C@H](c3ccc(F)cc3)N2S(=O)(=O)c2ccc(C)cc2)cc1OC,-9.9%,-7.4%,x,-0.1%,10.1,u
COc1ccc2c(C)c(CC(=O)N3CCN(C(=O)C4COc5ccccc5O4)CC3)c(=O)oc2c1C (configuration not stated),127.6%[activator],0.3%,-0.3%,u,-23.5,-1.3%
O=C(Nc1ccc2c(c1)OCO2)C1CC(=O)N(c2ccccc2)C1 (configuration not stated),-9.0%,-9.4%,1.3%,7.4%,9.3,-5.8%
O=C(Nc1cccc(Cl)c1)c1csnn1,x,u,x,x,-2.8,2.6%
CN(C)S(=O)(=O)c1ccc(C(=O)Nc2cc(=O)n(C)c(=O)n2C)cc1,-15.1%,-10.6%,3.9%,16.1%,u,-4.0%
Clc1cccc(NCc2nnc(SCc3ccc(Cl)cc3Cl)o2)c1,-11.6%,2.2%,-3.8%,u,2.5,4.2%
O=C(NCc1ccccc1)c1cc(-c2cccc(O)c2)on1,-20.1%,4.5%,3.4%,u,45.3,4.7%
CCc1ccc2nc(NC3=NCN(CCN4CCOCC4)CN3)nc(C)c2c1,-21.6%,-0.6%,10.1%,x,x,-7.4%
COc1ccccc1NC(=O)CSc1ccc2nnc(-c3ccc(C)cc3)n2n1,-4.6%,7.9%,2.9%,-19.1%,u,2.7%
COc1ccc(Br)cc1CNc1ccc(N2CCOCC2)cc1,65.7%[activator],-32.9%,1.6%,0.2%,-33.0,-1.8%
O=C(CCc1nnc2ccc(NCc3ccccc3)nn12)NC1CCCC1,24.5%,11.5%,x,18.5%,13.5,-5.4%
Cc1ccc(-c2cc(NC(=O)CCl)n(-c3ccccc3)n2)cc1,-26.8%,u,-25.1%,u,-96.7*,8.9%
CCOC(=O)[C@H]1[C@H]2COc3ccc(Cl)cc3[C@H]2N2C(=O)CNC(=O)[C@@]12C,-12.6%,x,x,9.3%,0.1,x
Cc1nc2ccc(NC(=O)N3CCSCC3)cc2nc1C,-15.1%,1.3%,-24.3%,5.0%,-2.4,6.6%
CN(CC(=O)O)S(=O)(=O)c1cc(Cl)ccc1Cl,-12.0%,1.3%,19.3%,14.9%,-10.4,1.5%
O=C(NCCO)C(=O)NCC1OCCCN1S(=O)(=O)c1cccs1 (configuration not stated),-6.3%,3.4%,-11.6%,9.6%,18.9,4.4%
COc1ccc(/C=C/C(=O)Nc2ccc(-n3nncc3-c3ccc(OC)c(OC)c3)cc2)cc1OC,122.4%[activator],3.8%,7.1%,u,78.8,-0.5%
CCOc1c([N+](=O)[O-])cc2c(C)c(C(=O)N3CCN(C)CC3)oc2c1OCC,85.6%[activator],0.9%,u,-10.0%,u,-17.9%
COc1ccc(N(C(=O)c2ccco2)C(C(=O)NC2CCCC2)c2ccccc2)cc1 (configuration not stated),-11.1%,5.4%,5.5%,-15.4%,-22.8,-9.4%
Cc1cc(C)c(NS(=O)(=O)c2ccc(-c3coc(C)n3)cc2)c(C)c1,x,4.1%,x,x,-11.3,4.8%
CCOC(=O)CC1C(C(=O)OCC)ON2OC(C(=O)OC)C(C(=O)OCC)C12 (configuration not stated),-6.2%,0.8%,-2.6%,15.9%,-18.9,-4.6%
CC(=O)c1cccc(NC(=O)c2ccc(C)o2)c1,-16.2%,0.7%,-2.7%,3.9%,11.0,2.2%
CCOC(=O)C(=O)N/N=C/c1ccco1,-3.7%,1.7%,-0.2%,0.9%,-20.6,4.3%

# Some of these compounds in order of count of non-hydrogen atoms, smallest number first.
SMILES,AmpC no deterg,Sm TGR inh,FBPA Giardia inh,HCV inh,HCMV inh,AmpC detergent
O=C(Nc1cccc(Cl)c1)c1csnn1,x,u,x,x,-2.8,2.6%
CN(CC(=O)O)S(=O)(=O)c1cc(Cl)ccc1Cl,-12.0%,1.3%,19.3%,14.9%,-10.4,1.5%
CC(=O)c1cccc(NC(=O)c2ccc(C)o2)c1,-16.2%,0.7%,-2.7%,3.9%,11.0,2.2%
COc1ccc(Br)cc1CNc1ccc(N2CCOCC2)cc1,65.7%[activator],-32.9%,1.6%,0.2%,-33.0,-1.8%
Clc1cccc(NCc2nnc(SCc3ccc(Cl)cc3Cl)o2)c1,-11.6%,2.2%,-3.8%,u,2.5,4.2%
Cc1cc(C)c(NS(=O)(=O)c2ccc(-c3coc(C)n3)cc2)c(C)c1,x,4.1%,x,x,-11.3,4.8%
CCOC(=O)[C@H]1[C@H]2COc3ccc(Cl)cc3[C@H]2N2C(=O)CNC(=O)[C@@]12C,-12.6%,x,x,9.3%,0.1,x
O=C(CCc1nnc2ccc(NCc3ccccc3)nn12)NC1CCCC1,24.5%,11.5%,x,18.5%,13.5,-5.4%
COc1ccccc1NC(=O)CSc1ccc2nnc(-c3ccc(C)cc3)n2n1,-4.6%,7.9%,2.9%,-19.1%,u,2.7%
COc1ccc(N(C(=O)c2ccco2)C(C(=O)NC2CCCC2)c2ccccc2)cc1 (configuration not stated),-11.1%,5.4%,5.5%,-15.4%,-22.8,-9.4%
CCOC(=O)c1sc(N(Cc2ccccc2)C(=O)COC(=O)c2ccccc2O)nc1C,-23.4%,-7.6%,-0.4%,-0.4%,12.2,1.3%
COc1ccc(/C=C/C(=O)Nc2ccc(-n3nncc3-c3ccc(OC)c(OC)c3)cc2)cc1OC,122.4%[activator],3.8%,7.1%,u,78.8,-0.5%

# Following part.
SMILES,AmpC no deterg,Sm TGR inh,FBPA Giardia inh,HCV inh,HCMV inh,AmpC detergent
Cc1ccc(NC(=O)NNC(=O)C2CC(c3cccs3)=NO2)cc1 (configuration not stated),-6.7%,8.9%,-10.0%,8.2%,-28.2,3.9%
C[C@@H]1NC(=O)[C@H](CCC(=O)O)NC(=O)c2cc([N+](=O)[O-])cc(F)c2NCCC[C@@H](C(N)=O)NC1=O,-23.0%,-16.8%,-4.6%,6.9%,-18.9,u
CCN(CCCNC(=O)CCn1c(=O)[nH]c2ccccc2c1=O)c1cccc(C)c1,-0.6%,2.0%,-3.3%,u,29.7,1.2%
CCOC(=O)c1c(C)oc2ccc(OC(=O)N3CCOCC3)cc12,19.4%,-3.0%,2.8%,u,25.3,-13.1%
CCCC(=O)Nn1cnc2c(c1=O)C1(CCCCC1)Cc1ccccc1-2,31.5%,-4.7%,-12.5%,u,-22.2,-4.4%
Cc1cc(NC(=O)CSc2nc3c(c(=O)n2Cc2ccccc2)SC(C)C3)no1 (configuration not stated),-32.0%,-0.4%,-8.6%,20.0%,-10.0,8.5%
CCc1ccc(NC(=O)N2CCN(c3ccccc3)CC2)cc1,0.4%[2.29 µM],12.0%,-5.3%,u,-4.2,u
S=C(NCc1ccco1)Nc1cccc(Cl)c1,-21.6%,u,-1.3%,u,u,-11.7%
CS(=O)(=O)N1CCN(C(=O)Cc2ccc([N+](=O)[O-])cc2)CC1,-21.3%,6.6%,-2.9%,14.8%,7.9,-0.5%
COc1ccccc1-c1noc(-c2cccnc2)n1,-8.0%,-0.7%,4.0%,11.8%,56.0,-9.0%
Cc1ccccc1NC(=O)N1CCCC(c2nc(-c3ccc(C(C)C)cc3)no2)C1 (configuration not stated),11.6%,-1.7%,2.5%,12.6µM*,-20.3,-6.3%
CCc1ccc(C2CC(c3ccc(C)cc3)Nc3nc(N)nn32)cc1 (configuration not stated),-4.6%,-0.3%,4.3%,-2.9%,7.6,u
CCCC(=O)N(c1ccc2oc(C)c(C(C)=O)c2c1)S(=O)(=O)c1ccc(C(=O)O)cc1,-24.8%,-9.5%,-3.2%,26.1%,21.1,u
COc1ccc(Cn2c(C(=O)O)c(CNCc3ccc(SC)cc3)c3ccc(OC)cc32)cc1,x,2.1%,x,x,-91.1*,-11.2%
O=C(NCc1ccco1)c1cnn2c(C(F)(F)F)cc(-c3ccccc3)nc12,-14.1%,u,-10.1%,u,-18.1,-8.6%
CC1CCCCC1NC(=O)CSc1nnnn1C (configuration not stated),2.1%,-0.1%,x,16.7%,u,-3.1%
CCC(C)N1C(=O)N(C)C2NC(=O)NC21 (configuration not stated),-20.2%,x,7.7%,-8.5%,17.1,-0.9%
Cn1c(SCC(=O)N2CCOCC2)nnc1-c1ccc(Cl)cc1Cl,-9.9%,17.9%,0.0%,17.2%,-14.0,u
Cc1ccc2c(c1)Oc1ccc(NC(=O)CCCl)cc1C(=O)N2,20µM*,0.2%,-1.6%,u,-90.5*,u
CC(C)c1ccc(Nc2sc(C(=O)c3ccccc3)c(N)c2S(=O)(=O)c2ccccc2)cc1,x,2.9%,x,x,16.5,2.4%
CCc1cccc(CC)c1NC(=O)C1CC(=O)N(c2ccc3c(c2)OCCO3)C1 (configuration not stated),2.1%,-5.4%,4.1%,5.9%,-11.7,1.0%
COc1ccccc1NC(=O)CSc1nc(O)c(C/C=C/c2ccccc2)c(=O)[nH]1,x,-4.4%,x,x,11.1,2.9%
COc1ccc(CNC(=O)c2cccc(-c3ccc(C)c4ccccc34)n2)cc1,8.5%,-1.7%,-5.3%,u,x,0.6%
CCc1ccc(CNC(=O)C2CCN(C(=O)c3ccc(-n4c(C)cc5ccccc54)s3)CC2)cc1,x,1.5%,x,x,-33.8,-4.2%
CCCc1nc(SCC(=O)N2CCc3ccccc32)c2c(=O)n(C)c(=O)n(C)c2n1,-15.1%,2.4%,2.6%,6.1%,x,4.0%
CCC/C(O)=C1\C(=O)CCCC1=NCCc1c(C)[nH]c2ccc(C)cc12,51.4%,1.2%,1.3%,-14.3%,-13.8,-7.7%
O=C(CSc1ccc(Cl)cc1)Nc1cccc(-c2nnc(-c3ccco3)o2)c1,-26.4%,5.8%,1.4%,18.6%,5.8,-7.6%
COC(=O)C1=CN(c2ccc(F)cc2)C=C(C(=O)OC)C1c1ccc([N+](=O)[O-])cc1,-9.1%,5.5%,0.3%,x,-7.2,-11.9%

# This is a random part of the collection; overall some 9.9% were active at least once.
